KDM4E inh: inhibitors of human JMJD2E histone demethylase; B2RXH2; JMJD2E catalytic domain, FDH-coupled NADH fluorescence (FDH is formaldehyde dehydrogenase); Potency, µM (doses to about 57.1 µM), inactives show at the top dose activity change, negative = inhibition, actives largely listed as inhibitors; 1.6% of 230,000 active; AID 2147; active = well fitted inhibition curve with a large enough effect, not every such curve was filed as active; inconclusive = small, poorly fitted or top-dose-only effect, or another doubt; inactive = no such curve, though single readings can be large or run the other way;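 note: 0% = wells with enzyme and -100% = buffer wells without enzyme; nearly all actives have a fitted effect of over 50% in size; many of its hits are not listed in these tables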
TRb SRC2 PPI: TRbeta-SRC2 interaction inhibition | TRbeta-SRC2 peptide binding, fluorescence polarization; receptor liganded with 1 µM T3 | Potency, µM (series often up to 106 µM), inactives show top-dose activity change, negative = inhibition, most hits filed as inhibitors | 0.065% of 280,000 active | P10828;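 note: plate controls were bound peptide for no effect and peptide without receptor for full effect; nearly all actives have a fitted effect of over 50% in size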
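Assay buffer: 20 mM Tris-HCl, 100 mM NaCl, 10% glycerol, 1 mM EDTA, 0.01% NP-40, 1 mM DTT, 1 uM T3, 5% DMSO; TRb LBD 0.6 uM, Texas Red SRC2 20 nM; FP after 5 hr.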
Tau fibril ThT: blocks human tau fibril formation measured by thioflavin T; P10636; recombinant tau K18 P301L, heparin-induced fibrillization, ThT fluorescence; Potency, µM (highest dose often 57.4 µM), for the others: at the top dose activity, negative = inhibition, actives largely listed as inhibitors; 2.1% of 270,000 active; AID 1460; note: nearly all actives have a fitted effect of over 55% in size
Target sequence (P10636 561-689 P618L limits assumed): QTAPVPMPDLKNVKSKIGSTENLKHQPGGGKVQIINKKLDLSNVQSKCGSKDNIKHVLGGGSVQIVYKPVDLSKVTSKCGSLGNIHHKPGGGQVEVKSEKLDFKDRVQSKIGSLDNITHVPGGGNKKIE
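Using a mix of unlabeled (15 uM) and Alexa 594-labeled (0.24 uM) tau K18 P301L, heparin-triggered fibrillization over 6 hr at 37 C was scored by ThT fluorescence.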
TexasRed fluor: alters Texas Red total fluorescence, flagging assay interference | TRb/SRC2 Texas Red total fluorescence interference | Potency, µM (titrated, usually from 106 µM), for inactives: at the highest dose fluorescence change, negative = quenching | 0.29% of 280,000 active; active = well fitted curve in either direction with a large enough effect; inconclusive = small, poorly fitted or top-dose-only effect
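Human TRβ ligand-binding domain (0.6 uM) and Texas Red SRC2 peptide (20 nM) in Tris buffer with 1 uM T3 and 5% DMSO were incubated with pinned compound for 5 hr at ambient temperature. Total fluorescence was computed as S + 2P (555/632 nm).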
RGS12 GoLoco inh: inhibitors of human Gai1-RGS12 GoLoco interaction (red fluorophore); P63096; Gai1:RGS12 GoLoco peptide FP, rhodamine, 10 min; Potency, µM (highest dose often 61.6 µM), without a hit: at the top dose activity, negative = inhibition, actives largely listed as inhibitors; 0.44% of 230,000 active; AID 880; active = well fitted inhibition curve with a large enough effect, not every such curve was filed as active; inactive = no such curve, though single readings can be large or run the other way; note: nearly all actives have a fitted effect of over 30% in size; many of its hits are not listed in these tables
Tau fibril FP: blocks human tau fibril formation measured by polarization; P10636; Potency, µM (top dose mostly 57.7 µM), for inactives: top-dose activity, negative = inhibition, actives largely listed as inhibitors; 0.39% of 280,000 active; K18 P301L tau heparin fibrillization, Alexa594 FP, 6 h; note: nearly all actives have a fitted effect of over 55% in size
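Human tau K18 […] P301L fragment, 15 uM unlabeled plus 0.24 uM Alexa 594-labeled tau (final), with compound and 20 uM heparin in 100 mM sodium acetate pH 7; 6 hr at 37 C, then Alexa 594 FP read.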
L3MBTL1 inh: blocks human L3MBTL1. Q9Y468. AlphaScreen L3MBTL1–H3K9me1 peptide binding. Potency, µM (top dose mostly 57.1 µM), without a hit: top-dose activity, negative = inhibition, actives largely listed as inhibitors. 0.66% of 230,000 active. AID 485360; note: nearly all actives have a fitted effect of over 60% in size
Target sequence (Q9Y468 whole entry, looked up): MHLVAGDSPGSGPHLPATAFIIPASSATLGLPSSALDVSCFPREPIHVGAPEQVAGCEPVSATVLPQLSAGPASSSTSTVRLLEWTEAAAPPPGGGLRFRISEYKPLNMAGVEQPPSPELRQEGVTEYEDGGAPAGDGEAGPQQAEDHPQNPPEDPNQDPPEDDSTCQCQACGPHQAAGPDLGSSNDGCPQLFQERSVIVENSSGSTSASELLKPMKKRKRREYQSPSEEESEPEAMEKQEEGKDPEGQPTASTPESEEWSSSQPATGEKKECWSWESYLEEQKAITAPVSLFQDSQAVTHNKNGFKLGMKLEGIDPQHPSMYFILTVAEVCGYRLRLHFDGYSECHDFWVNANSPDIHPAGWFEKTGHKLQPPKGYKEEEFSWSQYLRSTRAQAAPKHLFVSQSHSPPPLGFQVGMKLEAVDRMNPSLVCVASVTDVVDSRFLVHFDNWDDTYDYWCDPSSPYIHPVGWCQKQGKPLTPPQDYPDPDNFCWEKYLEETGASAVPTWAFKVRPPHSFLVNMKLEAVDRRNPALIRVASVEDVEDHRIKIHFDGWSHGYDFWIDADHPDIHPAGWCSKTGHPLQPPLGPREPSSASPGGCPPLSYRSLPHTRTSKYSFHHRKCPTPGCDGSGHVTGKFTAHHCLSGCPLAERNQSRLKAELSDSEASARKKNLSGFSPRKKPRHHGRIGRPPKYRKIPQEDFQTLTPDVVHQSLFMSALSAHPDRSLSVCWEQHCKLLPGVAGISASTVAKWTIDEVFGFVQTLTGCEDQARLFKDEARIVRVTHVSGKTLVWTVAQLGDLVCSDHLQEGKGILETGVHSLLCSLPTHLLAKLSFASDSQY
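Read-out is AlphaScreen signal from streptavidin donor and nickel chelate acceptor beads (10 ug/mL final each) bridging L3MBTL1 (50 nM) and biotinylated K9-monomethylated H3(1-15) peptide (75 nM), after 30 min compound exposure at room temperature.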
RECQ1 helicase: RECQ1 (human) helicase inhibition. 0.54% of 240,000 active. RECQ1 DNA unwinding, red fluorescence kinetic read. P46063. Potency, µM (series often up to 57.3 µM), without a hit: at the top dose activity, negative = inhibition, most hits filed as inhibitors;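 note: plate controls were vehicle for no effect and no enzyme for full effect; nearly all actives have a fitted effect of over 30% in size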
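RECQ1T1 50 nM; forked duplex (20 bp + 30-nt ss tails) 200 nM, ATP 2 mM final; pH 8.0, 2 mM MgCl2, 2.5 ug/ml poly(dI-dC); 15 min compound preincubation; discontinuous kinetic read over 2 h at RT.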
An asterisk follows results filed as active; i = inactive; ? = inconclusive; . = not tested or not shown; & = joins results of further samples; [ ] = another dose, or the depositor's remark. Unless noted, calls come from the whole dose curve; as a rule, active = well fitted curve in the direction sought with a large enough effect; inconclusive = small, poorly fitted or top-dose-only effect, or another doubt; inactive = no such curve, though single readings can be large; an effect the other way counts as inactive or inconclusive. Unless noted, % is set by controls: 0 for no effect and ±100 for the full control effect; potency is the fitted concentration of half-maximal effect. A portion of the library; count on the stated rates, not on these rows.

SMILES | KDM4E inh | TRb SRC2 PPI | Tau fibril ThT | TexasRed fluor | RGS12 GoLoco inh | Tau fibril FP | L3MBTL1 inh | RECQ1 helicase
CC(=O)N1c2c(cc(Br)cc2S(=O)(=O)Nc2ccccc2C)CC1C (centres undefined) | . | 8% | -3% | -2% | . | -8% | . | .
CC1CCC(=NNC(=O)Cc2cccn2C)CC1 (centres undefined) | -10% | 1% | -13% | 0% | -2% | -5% | -10% | 3%
COc1ccc(C(=O)/C=C/c2ccc(N3CCCCC3)c([N+](=O)[O-])c2)c(OC)c1 | -4% | -6% | 4µM* | -38% | 8% | 4% | ? | -1%
Cc1cc(N2CCCC2=O)c(N)cc1N | -12% | 1% | -8% | 1% | 14% | 1% | . | 12%
CCOC(=O)c1sc(NC(=O)C(C)Sc2nnc(N)s2)nc1C (centres undefined) | -4% | -10% | -12% | -1% | 1% | -7% | -2% | -1%
Cn1cc(S(=O)(=O)N2CCc3ccccc32)cc1C(=O)Nc1ccc(C(F)(F)F)cc1 | . | -3% | -7% | -12% | . | 7% | . | .
COC(=O)c1cc(=O)n(Cc2ccc(F)cc2)c(=Nc2ccccc2)s1 | -17% | 18% | -14% | -3% | 0% | -4% | . | i
CCCC(C)NC(=O)CSc1nnc(-c2c[nH]c3ccccc23)o1 (centres undefined) | 12% | -5% | -1% | 1% | 4% | 4% | 7% | -3%
CCOc1ccc2ccccc2c1C(=O)N1CCN(c2ccccc2)CC1 | 2% | -2% | -15% | -1% | -1% | 5% | -8% | -3%
Cc1ccc(S(=O)(=O)N(Cc2ccccc2)Cc2ccco2)cc1 | -2% | -4% | -11% | 0% | 2% | -2% | 27% | -15%
O=C(NCCN1CCN(c2ccccc2)CC1)C1CCN(S(=O)(=O)c2cccc3nonc23)CC1 | 1% | 3% | -7% | -4% | 7% | 6% | -4% | i
COc1ccc(CCNc2ccc(N3C(=O)CC(C)C3=O)cc2[N+](=O)[O-])cc1OC (centres undefined) | 1% | -3% | ? | -8% | 10% | 6% | . | i
CCOC(=O)c1ccccc1NC(=O)CCc1nc(-c2ccc(C)cc2)no1 | . | 7% | ? | -3% | . | -10% | . | .
COc1cc(CC(=O)O)c([N+](=O)[O-])cc1OC | 4% | 1% | -11% | -3% | -5% | -1% | -1% | 0%
CC(=O)N(Cc1ccccc1)c1ccc(C(=O)O)cc1 | 0% | 3% | 0% | 1% | 3% | 2% | 4% | -11%
CCOC(=O)c1nnc(-c2ccccc2)nc1Sc1ccccc1Cl | 4% | 4% | ? | -4% | -1% | -1% | . | -6%
Cc1ccc(NC(=O)c2snc3ccc(Cl)cc23)cc1C | 44% | 10% | -5% | -12% | 2% | ? | 7% | -5%
CCOc1ncccc1C(=O)NCc1cccc(OC)c1 | 3% | 3% | -5% | -1% | 10% | 5% | 8% | -12%
Cc1cc(NC(=O)c2cccc([N+](=O)[O-])c2)no1 | -1% | -3% | . | -2% | 3% | -1% | . | 0%
COC(=O)CCCC1=CC2=CC(=O)C(C)(OC(=O)c3cccs3)C(=O)C2=CN1C(CO)CO (centres undefined) | -10%[11.4 µM] | 9%[11.2 µM] | -2%[11.5 µM] | -4%[11.2 µM] | -1%[14.2 µM] | -5%[11.6 µM] | . | -14%[11.5 µM]
CCOC(=O)c1c(-c2cccc(N)c2)cn2ccccc12 | ? | -6% | -3% | -7% | 0% | ? | ? | -1%
Cc1ccc(NC(=O)C(=O)N2CCCC2)cc1Cl | 3% | 2% | -3% | 2% | 15% | -11% | 6% | 2%
COC(=O)c1ccc(C2/C(=C(\O)c3ccc(OC)c(C)c3)C(=O)C(=O)N2c2cc(C)on2)cc1 (centres undefined) | -6% | 10% | -15% | -1% | . | -3% | -5% | -7%
CC1(C)CC(=O)C(N=Nc2cccc(F)c2C#N)=C(O)C1 | -2% | -5% | . | -2% | -4% | 3% | . | -18%
CC1=NCCN1S(=O)(=O)c1ccccc1[N+](=O)[O-] | 4% | -3% | -5% | -6% | 3% | -10% | . | 0%
(list continues)
SMILES | KDM4E inh | TRb SRC2 PPI | Tau fibril ThT | TexasRed fluor | RGS12 GoLoco inh | Tau fibril FP | L3MBTL1 inh | RECQ1 helicase
Cc1ccc(C#N)c(=O)n1CC(=O)Nc1ccccc1C(F)(F)F | . | 2% | -5% | -3% | . | -8% | . | .
Cc1cccc2c1-c1sc(C(=O)Nc3nccs3)cc1CO2 | ? | -15% | ? | -1% | 15% | -3% | . | -11%
Cc1cc(C)cc(N2CCn3c2nc2c3c(=O)n(Cc3ccc(Cl)cc3)c(=O)n2C)c1 | . | -7% | -4% | ? | . | -3% | . | .
COc1ccc(CCNC(=O)COc2ccc(S(=O)(=O)NC(C)C)cc2)cc1OC | 8% | -6% | 3% | 0% | -1% | -10% | . | -5%
CCOc1ccc(Cn2nnc(C(=O)Nc3cccc(SC)c3)c2N)cc1 | . | -7% | 8% | -4% | . | ? | . | .
Cc1cc(C)c(C(=O)CSc2nnc(-c3ccccc3Br)o2)cc1C | 0% | 0% | 0% | 0% | 4% | -2% | 14% | 1%
CC(c1ccco1)N(C(=O)C12CC3CC(CC(C3)C1)C2)c1ccccn1 (centres undefined) | -1% | -23% | -9% | 1% | -6% | 0% | 0% | i
CC(=O)c1cccc(NC(=S)NCc2ccco2)c1 | 2% | -3% | -14% | -1% | 17% | ? | -5% | -4%
CN(C)CCN1C(=O)C(=O)/C(=C(/O)c2ccc(F)cc2)C1c1ccccc1F (centres undefined) | -1% | 2% | 3% | -6% | -7% | 5% | -2% | i
COC(=O)c1c(NC(=O)COC(=O)[C@@H](NS(=O)(=O)c2ccccc2)C(C)C)sc2c1CCC2 | ? | 1% | ? | -6% | 10% | 1% | -3% | -17%
CCC(C(=O)N1CCN(c2cccc(C)c2C)CC1)n1nc(C)c2sc3ccccc3c2c1=O (centres undefined) | . | 3% | -4% | -1% | . | ? | . | .
Cc1nn(CC(=O)Nc2ccc(C(C)C)cc2)c(=O)c2c(C)n(-c3ccc(Cl)cc3)nc12 | . | 5% | 3% | -2% | . | -1% | . | .
CCOc1ccc(C(=O)Nc2ccc(Cl)c(-c3nc4cc(C)cc(C)c4o3)c2)cc1 | . | 3% | -1% | -2% | . | ? | . | .
CCc1cccc2c(=O)c(C(=O)N3CCCCCC3)c[nH]c12 | -2% | 5% | -8% | -3% | 5% | -7% | 0%[11.4 µM] | -5%
Nc1nc(Sc2c([N+](=O)[O-])cc(C(F)(F)F)cc2[N+](=O)[O-])n[nH]1 | -1% | 0% | ? | -4% | -1% | -4% | 5% | -10%
COc1ccc(CN(Cc2ccco2)C(=O)COc2ccccc2OC)cc1 | . | -10% | -10% | 1% | . | 9% | . | .
Cc1cc(C)c(S(C)(=O)=O)c(Oc2ccc(C(C)(C)C)cc2)n1 | 0% | -1% | -10% | -1% | 5% | 4% | 0% | -8%
COC(=O)c1oc2nc(C)cc(C)c2c1N | ? | 0% | -3% | -5% | 4% | -2% | . | i
NC(=O)NC(c1ccccc1)c1ccccc1F (centres undefined) | -7% | 1% | -2% | -2% | 7% | 1% | -1% | 6%
COC(=O)C/C=C\[C@@H](C)[C@@H](/C=N\O[C@@H](C)c1cn([C@H](CO)Cc2ccccc2)nn1)NS(=O)(=O)c1ccc(C)cc1 | . | 0%&4%[11.2 µM] | -3%&-3%[11.5 µM] | -6%&0%[11.2 µM] | . | -4%&-3%[11.6 µM] | . | 11%&11%[11.5 µM]
Cc1[nH][nH]c(=O)c1C=NCc1cccc(C(F)(F)F)c1 | 7% | 2% | 2% | -2% | 9% | 0% | 12% | i
CC(C)CO/N=C1/[C@H]2O[C@@H]2[C@@H](O)[C@H]2[C@H]1CCn1c(=O)n(Cc3cc4c(cc3Cl)OCO4)c(=O)n12 | . | -4%[11.2 µM] | -4%[11.5 µM] | -1%[11.2 µM] | . | -5%[11.6 µM] | . | -5%[11.5 µM]
C=CCOC(=O)CCCCCCCC | . | 2% | . | 2% | 11% | . | -4% | -6%
CCOc1ccccc1NC(=O)c1sc2nc(C)cc(C)c2c1N | . | 7% | -7% | 2% | . | -2% | . | .
Cc1nnc(N(Cc2ccco2)C(=O)c2cccc(C#N)c2)s1 | 11% | -5% | -16% | -4% | -33% | -2% | -10%[11.4 µM] | -5%
COc1ccc(/C=N/Nc2ncnc(Cl)c2N)cc1OC | -21% | 2% | ? | 6% | -13% | ? | -6% | -3%
CCc1ccc(NC(=O)c2ccc(F)c(S(=O)(=O)N(C)C3CCCCC3)c2)cc1 | . | -2% | -5% | -2% | . | ? | . | .

Arranged by molar mass (low to high): eight of the compounds above.
SMILES | KDM4E inh | TRb SRC2 PPI | Tau fibril ThT | TexasRed fluor | RGS12 GoLoco inh | Tau fibril FP | L3MBTL1 inh | RECQ1 helicase
Cc1cc(N2CCCC2=O)c(N)cc1N | -12% | 1% | -8% | 1% | 14% | 1% | . | 12%
COC(=O)c1oc2nc(C)cc(C)c2c1N | ? | 0% | -3% | -5% | 4% | -2% | . | i
Cc1cc(NC(=O)c2cccc([N+](=O)[O-])c2)no1 | -1% | -3% | . | -2% | 3% | -1% | . | 0%
COc1ccc(CN(Cc2ccco2)C(=O)COc2ccccc2OC)cc1 | . | -10% | -10% | 1% | . | 9% | . | .
COc1ccc(C(=O)/C=C/c2ccc(N3CCCCC3)c([N+](=O)[O-])c2)c(OC)c1 | -4% | -6% | 4µM* | -38% | 8% | 4% | ? | -1%
CCOc1ccc(C(=O)Nc2ccc(Cl)c(-c3nc4cc(C)cc(C)c4o3)c2)cc1 | . | 3% | -1% | -2% | . | ? | . | .
Cc1cc(C)cc(N2CCn3c2nc2c3c(=O)n(Cc3ccc(Cl)cc3)c(=O)n2C)c1 | . | -7% | -4% | ? | . | -3% | . | .
COC(=O)C/C=C\[C@@H](C)[C@@H](/C=N\O[C@@H](C)c1cn([C@H](CO)Cc2ccccc2)nn1)NS(=O)(=O)c1ccc(C)cc1 | . | 0%&4%[11.2 µM] | -3%&-3%[11.5 µM] | -6%&0%[11.2 µM] | . | -4%&-3%[11.6 µM] | . | 11%&11%[11.5 µM]
